Compound activity as filed in PubChem BioAssay.
XIAP antagonists: XIAP antagonists, biochemical, IAP family, fluorescence polarization (AID 1018); XIAP BIR domain, fluorescence polarization peptide displacement; higher % means a stronger effect; displacement, % at 20 µM; hits with a dose series show IC50 in µM; 0.007% of 200,000 active; in the data active = displacement above about 50%; note: a part of the inactive calls stands beside numbers as strong as those of hits
human PMI inhibition: inhibitors of human PMI, primary screen, biochemical, fluorescence intensity, coupled assay (AID 1209); one-dose inhibition, % at 20 µM; IC50 in µM for titrated hits; 0.42% of 190,000 active; purified PMI enzyme, coupled fluorescence intensity; higher % means a stronger effect;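 note: plate controls were DMSO vehicle for no effect and wells lacking substrate for full effect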
NOD1 NF-kB reporter: NOD1 signaling inhibitors, primary screen, cell-based, luminescence, uHTS (AID 1578) | 1% of 290,000 active | NOD1-driven NF-kB luciferase reporter cells, luminescence; higher % means a stronger effect | inhibition, % at 4 µM, or EC50 in µM where a hit was titrated; in the data active = inhibition mostly above about 36%, no sharp cut-off; inactive = mostly below about 34%;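 note: HEK-293T reporter cells stimulated with the NOD1 agonist gamma-tri-DAP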
LYP phosphatase: inhibitors of LYP phosphatase, biochemical, fluorescence intensity, uHTS (AID 1779); recombinant LYP phosphatase, fluorescence intensity; higher % means a stronger effect; inhibition, % at 11.5 µM, or IC50 in µM where a hit was titrated; 0.054% of 290,000 active;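 note: plate controls were vehicle with enzyme for no effect and no enzyme for full effect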
KOR beta-arrestin-1: kappa opioid receptor activators – cell-based, luminescence, uHTS, primary screen (AID 1777); KOR beta-arrestin recruitment, luminescence; higher % means a stronger effect; one-dose activation, % at 10 µM; EC50 in µM for titrated hits; 0.02% of 280,000 active; in the data active = activation above about 50%, passing the limit was not always enough; note: a part of the inactive calls stands beside numbers as strong as those of hits
TNAP activators: stimulation of alkaline phosphatase TNAP activity – biochemical, luminescent, no phosphate acceptor, uHTS, primary screen (AID 1001); purified TNAP, luminescent activation assay, no phosphate acceptor; higher activation fold means a stronger effect; activation fold at 20 µM; hits with a dose series show EC50 in µM; 0.03% of 200,000 active; in the data active = activation fold from about 3, or a potency from the dose series; inactive = the rest, 99 in 100 with activation fold below about 1.6; note: many of its hits are not listed in these tables
KOR beta-arrestin-2: kappa opioid receptor blockers – cell-based, luminescence, uHTS (AID 1778); KOR beta-arrestin recruitment, luminescence, antagonist mode; higher % means a stronger effect; one-dose inhibition, % at 10 µM; IC50 in µM for titrated hits; 0.091% of 290,000 active; note: strong numbers were not always called active
PMI inhibition: MPI inhibition at elevated mannose 6-phosphate – biochemical, fluorescence intensity, high mannose 6-phosphate, primary screen (AID 1220). recombinant PMI enzyme, coupled fluorescence intensity; higher % means a stronger effect. 0.66% of 190,000 active. one-dose inhibition, % at 20 µM; IC50 in µM for titrated hits
HEK293 NOD2/NF-kB: inhibition of NOD2-driven NF-kB reporter – cell-based, luminescence, uHTS, HEK293 (AID 1566) | inhibition, % at 4 µM, or EC50 in µM where a hit was titrated | 0.63% of 290,000 active | HEK293 NOD2/NF-kB luciferase reporter, luminescence; higher % means a stronger effect; note: many of its hits are not listed in these tables
* marks the source's active call; other numbers are inactive results; x = not tested or not shown; [ ] = remark or other dose. Cut-off read from the data, not from the text of the source, unless noted: active = inhibition above about 50%; inactive = the rest.

Order of results: XIAP antagonists	human PMI inhibition	NOD1 NF-kB reporter	LYP phosphatase	KOR beta-arrestin-1	TNAP activators	KOR beta-arrestin-2	PMI inhibition	HEK293 NOD2/NF-kB
Cc1cccc(N2CC(O)(c3cccs3)[N+]3=C2CCCCC3)c1 (stereo not given)
 : 0.6%	-6%	-37%	-2%	2.0%	1.1	-17%	-8%	0%
Cc1cccc(-c2n[nH]c(=S)n2/N=C/c2ccc(C)s2)c1
 : -3.8%	1%	7%	3%	-5.4%	0.7	-34%	2%	6%
O=S(=O)(NCc1ccccn1)c1ccccc1
 : -2.5%	-9%	0%	-3%	-8.0%	1.2	7%	-10%	9%
Cn1c(CNC(=O)c2ccco2)nnc1SCC(=O)N1CCN(c2ccccc2)CC1
 : x	x	-8%	-10%	-3.2%	x	16%	x	8%
Cc1cc(C)cc(NC(=O)CCN2CC(C)OC(C)C2)c1 (stereo not given)
 : -2.5%	-3%	7%	-5%	-13%	1.1	28%	-4%	22%
CCc1nnc(NC(=O)C2CCC(CNc3c(N4CCCCC4)c(=O)c3=O)CC2)s1 (stereo not given)
 : x	x	11%	-6%	7.1%	x	-28%	x	-31%
COc1cc(Br)cc(/C=C/c2ccc3cccc(O)c3n2)c1OC
 : x	x	23%	-4%	-6.9%	x	12%	x	22%
CC(=O)NCCC(=O)Nc1cc(S(=O)(=O)N2CCOCC2)ccc1N1CCOCC1
 : 1.7%	-4%	-42%	-4%	-3.0%	1.1	3%	-4%	5%
CCN(CC)CCCNC(=O)c1cc2nc(-c3ccccc3)cc(C(F)(F)F)n2n1
 : x	x	-17%	-12%	3.6%	x	-29%[20 µM]	x	19%
O=C(NCCc1ccc2c(c1)OCCO2)c1cc(F)cc(F)c1
 : -4.4%	4%	-7%	0%	0.0%	1.1	14%	5%	-1%
CC(=O)Nc1nnc(/C=C/c2cccc([N+](=O)[O-])c2)s1
 : x	x	46%	-4%	-6.4%	x	-8%[20 µM]	x	-22%
COc1cc(/C=C2\CCCc3c2nc2ccccc2c3C(=O)O)cc(OC)c1O
 : x	x	-8%	-7%	1.1%	x	-15%	x	-3%
COc1ccc(-c2cc(N)n(S(=O)(=O)c3ccc(C)cc3)n2)c(OC)c1
 : -3.9%	8%	-10%	-6%	0.9%	1.1	-13%	14%	-6%
O=C(O)/C=C/c1ccc(S(=O)(=O)N2CCCCCC2)cc1
 : -7.6%	-12%	-5%	-6%	-2.7%	1.1	25%	-2%	19%
O=C(N/N=C/c1ccncc1)c1cc(Br)ccc1OCc1ccccc1
 : -9.0%	18%	28%	-3%	37%	1	2%	6%	27%
Cc1ccc(NC(=O)CNCc2ccccn2)cc1S(=O)(=O)N(C)C
 : -0.8%	18%	-33%	-5%	16%	1	2%	18%	11%
COc1ccc(C(=O)C2CCCN(Cc3c(O)cccc3OC)C2)cc1OC (stereo not given)
 : x	x	-12%	-9%	0.6%	x	-28%[20 µM]	x	8%
Cc1ccc2c(C(=O)CN3CCCCC3CCO)c(C)[nH]c2c1 (stereo not given)
 : -1.0%	15%	-4%	-3%	-0.1%	1.1	-11%	17%	16%
CO/N=C/NC(=O)N1OC[C@@H]2COc3ccc4ccccc4c3[C@@H]21
 : -1.1%	-4%	-3%	0%	-11%	1.1	2%	0%	-16%
O=C(Oc1cccc(OC(=O)c2ccco2)c1)c1ccco1
 : x	x	16%	-7%	-5.8%	x	-10%[20 µM]	x	2%

A few values from above.
O=C(O)/C=C/c1ccc(S(=O)(=O)N2CCCCCC2)cc1 – LYP phosphatase = -6%
Cc1cc(C)cc(NC(=O)CCN2CC(C)OC(C)C2)c1 (stereo not given) – HEK293 NOD2/NF-kB = 22%
Cc1cccc(N2CC(O)(c3cccs3)[N+]3=C2CCCCC3)c1 (stereo not given) – KOR beta-arrestin-2 = -17%

The list goes on.
Order of results: XIAP antagonists	human PMI inhibition	NOD1 NF-kB reporter	LYP phosphatase	KOR beta-arrestin-1	TNAP activators	KOR beta-arrestin-2	PMI inhibition	HEK293 NOD2/NF-kB
CCCCC(=O)Nc1cnc(NC(=O)c2ccco2)cc1C
 : x	x	-35%	-6%	-0.1%	x	-30%	x	7%
Fc1cccc(F)c1/C=N/NC(=S)Nc1cccnc1
 : -12%	-2%	-32%	1%	4.5%	1.3	-45%	-6%	-5%
COc1ccc(CC(=O)N/N=C(\C)CC(=O)Nc2ccc3c(c2)OCCO3)cc1
 : x	x	-4%	-5%	-2.6%	x	1%	x	-7%
CCc1ccc2[nH]c(=O)c(CN(CCCN3CCOCC3)C(=O)Nc3ccc(F)cc3)cc2c1
 : -2.4%	24%	2%	-3%	3.0%	1.1	-64%	11%	9%
CCCN1CCN(S(=O)(=O)c2cn(C)nc2C)CC1
 : x	x	-42%	-10%	5.6%	x	-33%	x	2%
O=C1CC(N2CCN(C(c3ccccc3)c3ccccc3)CC2)C(=O)N1 (stereo not given)
 : -1.3%	3%	11%	-17%	16%	1.1	31%	20%	7%
COc1ccc(-n2nc(C)cc2Nc2ccccc2C(=O)O)cc1
 : x	x	-8%	-11%	2.6%	x	2%	x	22%
O=C(COC(=O)c1ccc([N+](=O)[O-])o1)NC1CCS(=O)(=O)C1 (stereo not given)
 : -11%	24%	-7%	-8%	0.2%	1.2	16%	21%	10%
Cn1ccnc1SCC(=O)Nc1ccc2c(c1)COC2=O
 : -6.6%	-2%	-38%	5%	-3.1%	1.1	40%	-4%	2%
CCc1ccc2[nH]c(O)c(N=Nc3nc(-c4ccccc4)cs3)c2c1
 : -3.6%	15%	19%	-1%	1.3%	0.8	-15%	16%	12%
COc1ccc(C)cc1NC(=O)CN(C)C1CCCCC1
 : x	x	-34%	-10%	2.5%	x	-35%	x	14%
COc1ccccc1NC(=S)N(Cc1ccco1)Cc1cc2cc(C)ccc2[nH]c1=O
 : -1.9%	20%	-12%	-8%	14%	1	12%	12%	-8%
Nc1ccccc1-n1cccc1
 : x	x	-6%	-11%	-0.5%	x	11%	x	-11%
Cc1ccc(C(=O)NCc2ccc(Cl)c(Cl)c2)o1
 : -5.6%	0%	-31%	-1%	4.8%	1.1	-2%	4%	-20%
O=S(=O)(c1ccccc1)N1CCN(c2nc3ccccc3s2)CC1
 : -0.1%	6%	-52%	-10%	0.6%	1.1	1%	-5%	-18%
N/C(=N\OC(=O)CCC(=O)O)c1ncc(C(F)(F)F)cc1Cl
 : -1.1%	-18%	-45%	2%	-2.5%	1.1	-29%	-1%	-6%
OCC1(CCc2ccccc2)CCN(Cc2cnc(N3CCCC3)s2)CC1
 : -5.0%	6%	50%	-6%	-6.8%	1	16%	5%	-17%
CCN(CC)c1ccc2cc(C(=O)Nc3cccnc3N3CCOCC3)c(=O)oc2c1
 : -1.0%	6%	26%	-3%	20%	1.2	-29%	25%	2%
CCCCNC(=O)Cn1cnc([N+](=O)[O-])n1
 : 15%	-4%	-12%	-13%	x	1.1	26%[20 µM]	-2%	5%
COCCNC(=O)/C(C#N)=C/c1ccc2c(c1)OCO2
 : -4.3%	0%	-19%	-5%	-5.1%	1	-9%	-8%	1%

Order of results: XIAP antagonists	human PMI inhibition	NOD1 NF-kB reporter	LYP phosphatase	KOR beta-arrestin-1	TNAP activators	KOR beta-arrestin-2	PMI inhibition	HEK293 NOD2/NF-kB
Cc1ccc(S(=O)(=O)NC(CC(=O)NCc2ccco2)c2ccco2)cc1 (stereo not given)
 : -4.0%	1%	-2%	-6%	1.2%	1	-19%	5%	-9%
Cc1ccc(NC(=O)CCC(=O)NNC(=O)Cc2ccccc2)cc1C
 : -0.8%	1%	10%	-6%	-0.8%	1.1	3%	-1%	14%
CC1(C)CC(NC(=O)Nc2ccc([N+](=O)[O-])cc2)CC(C)(C)N1
 : -3.4%	-6%	-33%	5%	-1.3%	1.1	-26%	0%	10%
Cc1ccc(C(=O)CC(SCC(=O)O)c2ccc([N+](=O)[O-])cc2)cc1 (stereo not given)
 : -1.0%	7%	-33%	-3%	-3.6%	0.5	2%	7%	-15%
CCCCOC(=O)Nc1nc(CC(=O)OCC)cs1
 : -2.2%	12%	-11%	-7%	-3.8%	1.1	5%	10%	4%
O=C(O)/C=C/c1cn(-c2ccccc2)nc1-c1ccc2c(c1)OCCO2
 : x	x	-12%	1%	6.1%	x	7%	x	2%
CCOC(=O)C(=CNc1cscc1S(=O)(=O)C(C)C)C(=O)OCC
 : x	x	-4%	-5%	5.5%	x	12%	x	19%
CN1OC2C(=O)N(c3ccccc3)C(=O)C2C1c1ccc(F)cc1 (stereo not given)
 : -7.5%	12%	1%	-8%	1.2%	1.1	-15%	12%	14%
CCOC(=O)C(CCC(C)=O)C(=O)c1ccccc1 (stereo not given)
 : x	x	-14%	-11%	-1.1%	x	-14%[20 µM]	x	-11%
Cc1cccc(Nc2nc(NCc3ccco3)c3ccccc3n2)c1
 : -5.3%	-19%	52%	10%	15%	1.3	-48%	-31%	24%
CCCNC(=O)NC(=O)CN1C(=O)NC(C)(c2ccc3ccccc3c2)C1=O (stereo not given)
 : x	x	-29%	2%	5.0%	x	-38%	x	-13%
Cc1ccc(CSc2nncn2-c2ccccn2)cc1
 : -1.2%	-2%	-38%	-4%	-7.1%	1.1	-9%	-8%	-1%
Cc1ccnc(-n2c(C)cc(C=O)c2C)c1
 : -5.8%	9%	-40%	-3%	4.1%	1.1	-3%	15%	-2%
CC(C)=CC(=O)Nc1ccccc1C(N)=O
 : -7.0%	-1%	18%	-5%	6.0%	1	-65%	-4%	-20%
c1c(CC2CCCC2)nnn1C[C@H]1CC[C@@H]([C@@H]2CC[C@H](Cn3cc(CC4CCCC4)nn3)O2)O1
 : x	x	2%	-15%	-5.1%	x	-3%[20 µM]	x	12%
N/C(COc1ccccc1)=N\NS(=O)(=O)c1ccccc1
 : 0.6%	11%	-5%	-7%	-2.2%	1.2	-12%	8%	3%
COc1ccc(C(=O)N2CCCC(Nc3ccc(F)cc3)C2)c(OC)c1 (stereo not given)
 : x	x	-20%	-10%	3.0%	x	8%	x	-1%
Cc1ccccc1-n1c(=S)[nH]c2nc3c(cc2c1=O)COC(C)(C)C3
 : x	x	1%	-5%	-0.8%	x	9%	x	20%
CCCCC(CC)Cn1c(O)c(/C=C2\C=NN=C2c2ccccc2)sc1=S (stereo not given)
 : 0.9%	11%	-5%	4%	2.0%	1.1	-20%	16%	12%
CCOc1ccc(CCNC(=O)COC(=O)c2cc(S(=O)(=O)N3CCOCC3)ccc2F)cc1OCC
 : x	x	-18%	-4%	5.5%	x	-30%	x	-4%

Order of results: XIAP antagonists	human PMI inhibition	NOD1 NF-kB reporter	LYP phosphatase	KOR beta-arrestin-1	TNAP activators	KOR beta-arrestin-2	PMI inhibition	HEK293 NOD2/NF-kB
Cc1ccc(S(=O)(=O)c2nc(S(C)(=O)=O)sc2NCc2ccc3c(c2)OCO3)cc1
 : -3.3%	11%	-15%	6%	-3.2%	1.1	30%	3%	-7%
CCc1ccc(CNc2ccc3c(c2)ncn3C)cc1
 : -2.2%	19%	-81%	-6%	6.4%	0.9	-25%	17%	-65%
CCn1c(SCC(=O)Nc2nccs2)nnc1-c1ccccc1
 : -2.2%	9%	-6%	-10%	-3.7%	1	0%	12%	6%
Cc1ccc(-n2cc(CNCCCN3CCCC3=O)c(-c3ccc(F)cc3)n2)cc1
 : -3.7%	4%	-17%	-6%	1.6%	1	-35%	-1%	5%
O=C(NC1CCCC1)C(c1ccccn1)N(C(=O)c1csnn1)C1CCCCC1 (stereo not given)
 : -3.6%	-7%	-10%	-10%	-6.4%	1.1	7%	-5%	9%
O=C1CCCN1S(=O)(=O)c1ccccc1
 : -4.3%	3%	-19%	-8%	-4.3%	1.1	10%	0%	-4%
Cc1ccc(O)c(CC(C)C)n1
 : -1.0%	-2%	18%	-4%	-11%	1.1	-2%	-3%	-1%

Not all compounds are listed. The share of hits here may be higher or lower than overall.
